Screening results (PubChem BioAssay)
GLP1R ag = agonists of human GLP-1 receptor. AID 624172. hit rate 0.007% among 380,000. P43220. Potency, µM (top dose mostly 45.6 µM), inactives show top-dose activation, most hits filed as activators. HEK293 GLP-1R CRE-luciferase, luminescence, 4-6 h; cells express a hypersensitive GLP-1R form; also: potency is read from the fitted curve at half-maximal effect; % of control where 0% means no effect
PI5P4K alpha inh = PI5P4K alpha (human) kinase inhibition. max response, %. hit rate 1.2% among 330,000. PI5P4Kalpha enzyme, ADP-Glo luminescence, 60 min; hits give low values. AID 652105; active = max response of -50% or lower; inconclusive = between -30% and -50%; inactive = -30% or higher; also: value at the top dose of about 77 µM; % is scaled to controls: 0 for no effect and ±100 for the full control effect
Target sequence (P48426 whole entry, looked up): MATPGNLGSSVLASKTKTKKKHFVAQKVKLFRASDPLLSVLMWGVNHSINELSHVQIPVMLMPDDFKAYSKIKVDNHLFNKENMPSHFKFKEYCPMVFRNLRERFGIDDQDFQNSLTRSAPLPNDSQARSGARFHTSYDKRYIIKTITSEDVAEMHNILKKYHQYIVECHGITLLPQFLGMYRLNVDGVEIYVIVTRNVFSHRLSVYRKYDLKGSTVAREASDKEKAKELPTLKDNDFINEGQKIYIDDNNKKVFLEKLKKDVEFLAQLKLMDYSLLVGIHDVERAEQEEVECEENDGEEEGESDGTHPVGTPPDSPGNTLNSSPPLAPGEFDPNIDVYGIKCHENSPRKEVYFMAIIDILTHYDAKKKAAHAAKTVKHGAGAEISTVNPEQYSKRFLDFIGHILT
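ADP-Glo luminescence end-point read after a 60 min room-temperature kinase reaction of PI5P4Kalpha plus substrate, initiated with ATP at 5 microM final. Buffer: 0.038 M HEPES pH 7.4, EGTA, 0.1% CHAPS, 5% DMSO.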
D3 antag = D3 dopamine receptor (human) antagonism | P35462 | D3R cells, DiscoveRx beta-arrestin luminescence, antagonist mode; hits give low values | max response, negative = inhibition, % | hit rate 2.5% among 360,000 | AID 652054; in the data active = max response below about -50%; inconclusive = no clear call, values can overlap the other calls; also: % is scaled to controls: 0 for no effect and ±100 for the full control effect; mostly tested at two doses, the higher about 12 µM
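Cells expressing the human receptor were seeded at 1500 cells/well, incubated overnight at 37 degrees C in 5% CO2, then exposed to library compounds with dopamine controls for 90 minutes at 37 degrees C before luminescent detection.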
WRN helicase inh = WRN helicase (human) inhibition; hit rate 0.46% among 360,000; AID 651768; Q14191; WRN helicase unwinding, fluorescent forked duplex, kinetic; Potency, µM (series often up to 114 µM), without a hit: top-dose activity change, negative = inhibition, hits mostly inhibitors; also: potency is read from the fitted curve at half-maximal effect; % is scaled to controls: 0 for no effect and ±100 for the full control effect; nearly all actives have a fitted effect of over 55% in size
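WRN at 20 nM final was preincubated with compound for 15 min at room temperature; reaction started with 100 nM forked duplex oligonucleotide carrying fluorophore and quencher plus 2 mM ATP (final). Unwinding followed kinetically by red fluorescence (ex 525/em 598 nm).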
HEK293 tox = cytotoxicity counter-screen for GLP-1 receptor inverse agonists | AID 624418 | hit rate 0.13% among 410,000 | HEK293 cAMP-luciferase reporter cells, luminescence, 24 h | Potency, µM (highest dose often 38.3 µM), for inactives: at the highest dose activity change, negative = inhibition, hits mostly inhibitors;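 also: loss of luciferase light is scored as toxicity; potency is read from the fitted curve at half-maximal effect; % is scaled to controls: 0 for no effect and ±100 for the full control effect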
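1536-well qHTS counterscreen of the MLSMR; 200 cells/uL, 12 h pre-incubation, 23 nL cpd, 24 h at 37 deg C 5% CO2, luciferase detection reagent, 12 min RT, luminescence. Inhibition = undesired.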
GLP1R inv ag = acts as inverse agonist at human GLP-1 receptor; P43220; HEK293 GLP-1R CRE-luciferase, luminescence, 24 h; GLP-1R form is constitutively active; Potency, µM (doses to about 38.3 µM), for the others: at the top dose activity change, negative = inhibition, usual class: inhibitors; hit rate 1.6% among 410,000; AID 624417; also: potency is read from the fitted curve at half-maximal effect; % is scaled to controls: 0 for no effect and ±100 for the full control effect; nearly all actives have a fitted effect of over 55% in size
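Cells are plated, allowed 12 hours at 37 deg C, then treated with compounds for 24 hr before luciferase detection reagent is added and luminescence is read after 12 min at room temperature. The HEK293 line carries constitutively active GLP-1R with a cAMP-responsive reporter.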
IL2 activator = activators of IL-2; IL-2 activation reporter assay, cell-based qHTS; stimulated with anti-CD3/CD4/CD28 beads; in transgenic mouse T cells; activation, % (series mostly up to about 46 µM); hit rate 0.065% among 360,000; in the data active = activation above about 50%; inconclusive = mostly about 30% to 49%; also: 0% is about no effect
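Readout is EGFP and DsRed signal by fluorescent plate cytometry after 18 h at 37 degrees C. Transgenic mouse T cells (750/well) received compound for 60 min before bead stimulation (anti-CD3, anti-CD4, anti-CD28); memory T cells served as non-tolerant control.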
D3 ag = agonists of human D3 dopamine receptor. P35462. D3R DiscoveRx beta-arrestin cells, luminescence, 90 min. max activation, %. hit rate 0.58% among 410,000. AID 652048; in the data active = max activation above about 30%; also: 0% is about no effect; mostly tested at two doses, the higher about 12 µM
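Agonist mode: compounds and dopamine controls were applied to plated cells for 90 min at 37 degrees C after an overnight attachment at 1500 cells/well. Luminescent read-out followed 30 - 60 minutes at room temperature with DiscoveRx detection reagent.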
PLK1 PBD inh = blocks phosphopeptide binding to human PLK1 polo-box domain | P53350 | Plk1 PBD binding of FITC phosphopeptide, fluorescence polarization | Potency, µM, for the others: max response, negative = inhibition, hits mostly inhibitors | hit rate 2.8% among 360,000 | AID 720504; also: potency is read from the fitted curve at half-maximal effect; series mostly up to about 57 µM; % is scaled to controls: 0 for no effect and ±100 for the full control effect; nearly all actives have a fitted effect of over 65% in size
Target sequence (P53350 whole entry, looked up, the tested form may be a part): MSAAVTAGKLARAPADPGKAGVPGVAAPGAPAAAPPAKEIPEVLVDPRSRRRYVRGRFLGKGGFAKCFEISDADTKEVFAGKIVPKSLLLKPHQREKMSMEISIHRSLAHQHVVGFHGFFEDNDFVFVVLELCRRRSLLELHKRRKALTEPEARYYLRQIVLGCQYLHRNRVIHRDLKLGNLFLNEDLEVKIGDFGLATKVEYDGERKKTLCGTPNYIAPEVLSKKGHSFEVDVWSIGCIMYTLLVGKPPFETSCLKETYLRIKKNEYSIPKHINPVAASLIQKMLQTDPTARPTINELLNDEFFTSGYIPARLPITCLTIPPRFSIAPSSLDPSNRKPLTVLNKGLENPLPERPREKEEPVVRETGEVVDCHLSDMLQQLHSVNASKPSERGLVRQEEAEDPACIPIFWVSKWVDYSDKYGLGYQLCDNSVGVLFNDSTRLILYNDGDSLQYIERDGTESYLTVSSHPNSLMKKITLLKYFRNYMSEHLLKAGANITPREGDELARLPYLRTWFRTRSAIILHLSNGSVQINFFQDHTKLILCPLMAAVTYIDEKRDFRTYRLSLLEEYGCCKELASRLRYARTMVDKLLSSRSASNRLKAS
The depositor's hits bear a star; ? = inconclusive; nt = not tested or not shown; & = joins results of further samples; [ ] = dose if it differs, or a comment. Unless noted, calls follow the shape of the dose curve; as a rule, active = well fitted curve in the direction sought with a large enough effect; inconclusive = small, poorly fitted or top-dose-only effect, or another doubt; inactive = no such curve, though single readings can be large; an effect the other way counts as inactive or inconclusive.

SMILES	GLP1R ag	PI5P4K alpha inh	D3 antag	WRN helicase inh	HEK293 tox	GLP1R inv ag	IL2 activator	D3 ag	PLK1 PBD inh
COc1ccc(NC(=O)CCC(=O)N2CCOCC2)c([N+](=O)[O-])c1	3%	1	2	2%	1%	10%	-2.2	3	-3%
CC1/C(=N/O)CC(c2ccccc2)N(C)C1c1ccccc1 (stereo unspecified)	12%	nt	-28	-14%	8%	0%	-0.9	-20	-10%
Cc1cc(C)c2oc(C(=O)NCCc3ccc(S(N)(=O)=O)cc3)cc(=O)c2c1	9%	-2	5	3%	-5%&-8%	20%&6%	-0.5	-9&1	-4%
Cc1noc(C)c1CSc1nnc2sc3ccccc3n12	18%	14	-7	1%	13%	13%	-0.2	0	-2%
O=C(Nc1ccc(C(=O)N2CCCC2)cc1)C1CCCC1	-4%	2	-10	-10%	-15%	2%	0.5	-5	-15%
O=C(C1=C(O)C(=O)N(CCN2CCOCC2)C1c1ccccc1)c1cccs1 (stereo unspecified)	-1%	3	-52*	-9%	10%	12%	-1.0	-1	?
Cc1ccc2cc3cc(C(=O)N4CCCCC4C)oc3nc2c1 (stereo unspecified)	7%	7	12	0%	3%	?	-3.4	-8	-7%
CC1(C)CC(n2c(NCCO)nc3c(c2=O)C2(CCCC2)Cc2ccccc2-3)CCO1 (stereo unspecified)	15%	nt	-6	-14%[57.1 µM]	-16%	?	-3.6	-2	-1%
CCOc1cc2c(cc1OCC)C(c1ccccc1)N(c1ccccc1)C(=O)C2 (stereo unspecified)	21%	1	18	4%	0%	-10%	-4.8	0	2%
CC(C)NS(=O)(=O)c1ccc(CCC(=O)NCc2ccccn2)cc1	7%	0	-12	1%	1%	-11%	-0.1	-1	-11%
O=C(Nc1c2c(nn1-c1cccc(Cl)c1)CS(=O)(=O)C2)c1ccc2c(c1)OCO2	11%	-7	-6	-3%	0%	-1%	0.5	-3	-15%
O=c1[nH][nH]c2c1[C@H](C1CCCC1)O[C@H](CCc1ccccc1)C2	-4%	4	7	-7%	-14%	?	-0.9	5	-25%
COC(=O)c1ccc(-n2cncn2)c([N+](=O)[O-])c1	1%	-15	-8	-29%	0%	-6%	2.1	1	27µM*
O=S(=O)(CCc1nnc(-c2ccccc2)o1)c1ccc2ccccc2c1	-3%	2	12	-4%	-1%	-12%	0.9	4	2%
Cc1occc1C(=O)Nc1sccc1C(N)=O	10%	-10	12	-6%	-10%	52%[activator]	0.8	20	1%
CCn1c(C)nc2cc(C(=O)N3N=C(CCOC)CC3(O)C(F)(F)F)ccc21 (stereo unspecified)	3%	-2	8	-4%	?	?	-2.3	3	5%
COc1cc(CNC(C)(C)CO)ccc1OCC(=O)Nc1ccc(Br)cc1	6%	nt	1	5%	2%	0%	-1.0	-4	-8%
CCOC(=O)c1ccccc1NCN1C(=O)CSC1=O	-8%	nt	-24	1%	-10%	1%	-0.4	7	0%
COc1cc(SC)ccc1C(=O)OC1CCOC1=O (stereo unspecified)	-9%	0	6	3%	-2%	5%	-1.2	5	-9%
O=Cc1c[nH]c2ccc(C(=O)c3ccccc3)cc12	4%	-1	-14	-16%	-4%	-33%	0.1	-8	4%
Nc1cc(N)nc(SCC(=O)N2CCCCC2)n1	1%	-1	18	-16%	2%	4%	2.6	2	-1%
CCCC1=Nc2cc(C(=O)NCCN3CCOCC3)ccc2Sc2ccc(C)cc21	6%	6	5	-3%	-23%	?	-1.2	-2	-18%
O=C(O)CSc1nnc(C2CC2)n1-c1ccccc1	-8%	nt	23	6%	-24%	-7%	0.9	3	-22%
CCOC(=O)c1c(C)nsc1NC(=O)C1(C)CCN1C(=O)CC (stereo unspecified)	13%	1	-9	-3%	7%	12%	0.0	1	-9%
Cc1ccc(N=C2CCCN2Cc2ccccc2)c(C#N)c1	-3%	0	-4	4%	-9%	?	-0.1	7	-3%
CC1CCCC(NC(=O)COC(=O)/C=C/c2ccc(S(=O)(=O)N3CCOCC3)cc2)C1C (stereo unspecified)	12%	-5	-19	2%	4%	25%	1.0	-2	-9%
O=C(COC(=O)c1ccc(Cl)nc1)Nc1ccc(N2CCCCC2)cc1	-24%	-7	14	-33%	9%	-3%	-0.6	-2	-1%
CCC(=O)Nc1cccc(C2=NOC3(C2)C[C@@H](C(N)=O)N(C(=O)c2cc([N+](=O)[O-])cc([N+](=O)[O-])c2C)C3)c1 (stereo partly specified)	-2%	1	?	-5%	-6%	2%	0.1	-4	-6%
NC(=O)c1ccc(-n2nnnc2SCC(=O)Nc2ccccc2)cc1	-6%	-7	-1	13%	-9%	17%	0.5	-3	1%
CC(CC(=O)NCCc1ccc(Cl)cc1)S(=O)(=O)c1ccc2c(c1)NC(=O)CO2 (stereo unspecified)	5%	1	-3	3%	-14%	-23%	4.0	0	-21%
COc1ccc(-c2csc(NC(=O)c3ccc(S(=O)(=O)N4CCc5ccccc5C4)cc3)n2)c(OC)c1	1%	4	36	-18%	3%	-1%	-2.8	2	-9%
CCOC(=O)c1ccc(NC(=O)CNC(=O)c2ccccc2)cc1	-12%	nt	9	-3%	9%	?	-0.3	-8	-9%
COc1cccc(CNC[C@H]2O[C@@H](n3ccc(N)nc3=O)[C@H](O)[C@@H]2O)c1OCc1ccc(F)cc1Cl	2%	4	2	-3%	1%	-5%	-1.2	4	-5%
CC(C(=O)N1CCCc2ccccc21)N1C(=O)c2ccccc2C1=O (stereo unspecified)	-2%	-3	5	13%	-9%	-12%	-2.6	5	-17%
CCOC(=O)C1=CCN(S(=O)(=O)c2ccccc2C)C1c1ccc(Cl)c(Cl)c1 (stereo unspecified)	-3%	12	?	-18%	2%	?	-0.4	-8	8%
Cc1cc(C(=O)OCC(=O)N2CCC(C)CC2)c2ccccc2n1	-3%	5	8	-3%	2%	-2%	-0.1	2	-2%
Fc1ccc(Oc2cnc3ccccc3n2)cc1	8%	0	14	0%	-10%	?	0.6	5	-1%
CCC(CC)n1c(C)cc(=O)n1C(CC)CC	7%	-1	1	-1%	-12%	0%	-3.2	3	4%
COc1ccc(OC)c(CNS(=O)(=O)c2cc(-c3cc(C)no3)ccc2OC)c1	16%	-5	4	0%	-1%	5%	2.5	-8	3%
CC(C)(C)c1ccc(CC(=O)N2CCC2(C)C(=O)Nc2ccc3[nH]ncc3c2)cc1 (stereo unspecified)	-6%	5	3	-1%	-16%	?	-0.8	17	1%

Compounds above containing a thiophene ring, fused or not:
SMILES	GLP1R ag	PI5P4K alpha inh	D3 antag	WRN helicase inh	HEK293 tox	GLP1R inv ag	IL2 activator	D3 ag	PLK1 PBD inh
O=C(C1=C(O)C(=O)N(CCN2CCOCC2)C1c1ccccc1)c1cccs1 (stereo unspecified)	-1%	3	-52*	-9%	10%	12%	-1.0	-1	?
Cc1occc1C(=O)Nc1sccc1C(N)=O	10%	-10	12	-6%	-10%	52%[activator]	0.8	20	1%

(continued)
SMILES	GLP1R ag	PI5P4K alpha inh	D3 antag	WRN helicase inh	HEK293 tox	GLP1R inv ag	IL2 activator	D3 ag	PLK1 PBD inh
COc1ccc2cc(C(=O)NCC3CCCO3)[nH]c2c1 (stereo unspecified)	6%	-3	-2	3%	4%	15%	-0.3	-14	3%
O=C(N1CCN(Cc2ccccc2)CC1)C(Cl)(Cl)Cl	0%	1	-14	-7%	-5%	?	0.4	-2	2%
Cc1ccn(CC(=O)N2CCCC(N3CCN(Cc4ccc5c(c4)OCO5)CC3)C2)n1 (stereo unspecified)	-12%	2	-14	-26%	-8%	-8%	-1.0	-5	-3%
CCc1nc2c(OCc3ccc(C#N)cc3)cccn2c1N(C)C(=O)c1ccc(C)cc1	4%	3	?	0%	-3%	8%	0.8	8	-3%
CCCCn1c(CNC(=O)C23CC4CC(CC(C4)C2)C3)nnc1SC(C)CC (stereo unspecified)	2%	-2	?	-6%	-15%	3.5µM*	-1.4	2	-20%
CC1(c2ccc(OC(F)F)cc2)NC(=O)N(/N=C/c2c(O)ccc3ccccc23)C1=O (stereo unspecified)	7%	8	-23	?	-30%	?	-1.9	-5	-5%
CSc1ccccc1C(=O)NCCCOC(C)C	5%	nt	7	-1%	-7%	1%	1.1	-13	-5%
O=C(CSCc1ccc([N+](=O)[O-])cc1)NC1CC1	2%	-5	13	3%	-7%	3%	0.4	-1	-2%
CC(C)(C)SCCNC(=O)c1cccc([N+](=O)[O-])c1	8%	1	-1	-7%	2%	24%	-1.4	-5	-7%
CCCOc1ccc(OC(=O)Cc2ccc(OC)c(S(=O)(=O)N3CCOCC3)c2)cc1	8%	7	-19	-17%	-4%	0%	-0.8	-6	-9%
COc1ccc(CNc2nc(NCc3ccc(OC)cc3)n(C(=O)c3ccncc3)n2)cc1	7%	8	4	-19%	2%	0%	0.1	0	0%
Cc1c(N)c(=O)n(-c2ccccc2)n1C	-3%	-1	11	-8%	4%	-1%	-0.2	11&-11	-9%
O=C(C1CCC1)N1CCc2cc(S(=O)(=O)NCC3COc4ccccc4O3)ccc21 (stereo unspecified)	10%	-3	66	-2%	-6%	-6%	1.4	1	-29%
COC(=O)C(=C/C(C)=C/c1cccnc1)C(=O)OC	-3%	0	-52*	-6%	?	?	-3.3	1	-12%
Cc1ccc(Cl)cc1NC(=O)c1ocnc1C	-1%	nt	-10	-1%	0%	4%	-2.4	-8	-17%
CC(=O)NN1C(=O)/C(=C2/Sc3ccccc3N2C)SC1=S	-5%	-7	8	4%	-6%	17%	2.1	1	-10%
CCOc1ccc2nc(SCc3ccc(OC)cc3)sc2c1	5%	49	-2	-10%	84%[activator]	?	-0.3	5	-1%
O=C(NCC1CCCO1)c1ccc2c(c1)N(Cc1ccccc1)CCS2 (stereo unspecified)	11%	-1	0	-6%	-4%	?	-1.8	-1	-1%
